Screening data deposited in PubChem by National Center for Advancing Translational Sciences (NCATS).
HepG2 viability: counter-screen for TGF-b inhibitors: cytotoxicity in HepG2 cells. HepG2 CAGA-GFP viability, ATP luminescence, 18 h. Potency, µM (highest dose often 46.1 µM), without a hit: top-dose activity change, negative = cytotoxicity, most hits filed as cytotoxic. 410,000 tested, 0.76% active; also: potency is read from the fitted curve at half-maximal effect; some results filed as inactive show a strong effect at the top dose
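HepG2 CAGA-GFP cells (1000/well, DMEM with 1% FBS) received compound, then TGF-beta at 500 pg/mL final, and were incubated 18 hours at 37 degrees C. Viability was read by CellTiter-Glo luminescence. Media-only wells were set as complete cell-killing and DMSO as no toxicity.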
MCF10A rereplic: inducers of DNA re-replication in MCF 10A breast cells | MCF 10A DNA re-replication, Hoechst nuclear intensity, 48 h | Potency, µM (series often up to 46.1 µM), inactives show top-dose activity, positive = re-replication, usual class: activators | 350,000 tested, 2.9% active; also: potency is read from the fitted curve at half-maximal effect; % of control where 0% means no effect; nearly all actives have a fitted effect of over 50% in size
A549 viability: counter-screen for Nrf2 inhibitors: cytotoxicity in A549 cells; A549 ARE-Fluc cells, CellTiter-Fluor viability, 18-24 h; Potency, µM (highest dose often 46 µM), for inactives: at the highest dose activity change, negative = cytotoxicity, actives largely listed as inhibitors; 390,000 tested, 0.16% active; also: potency is read from the fitted curve at half-maximal effect; % is scaled to controls: 0 for no effect and ±100 for the full control effect
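Cytotoxicity counterscreen: CellTiter-Fluor fluorescence was measured in A549 ARE_Fluc cells after 18-24 h of compound exposure in a concentration series. The subsequent BugLite luminescent read reports ARE-luciferase activity.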
Nrf2 block: blocks Nrf2 signaling; A549 ARE-Fluc reporter, luciferase luminescence, 18-24 h; Potency, µM (highest dose often 46 µM), for the others: top-dose activity change, negative = inhibition, usual class: inhibitors; 360,000 tested, 2.1% active; AID 504444; also: potency is read from the fitted curve at half-maximal effect; % is scaled to controls: 0 for no effect and ±100 for the full control effect; nearly all actives have a fitted effect of over 60% in size
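Concentration-response testing used A549 ARE_Fluc cells at 5000 cells/well. Following an 18-24 h compound incubation, viability was read by fluorescence (Ex 405/Em 525) and luciferase output by luminescence.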
Nrf2 ARE act: activates Nrf2 signaling. AREc32 ARE-luciferase reporter (MCF7-derived line), luminescence, 24 h. Potency, µM (titrated, usually from 46.1 µM), for the others: at the top dose activation, usual class: activators. 410,000 tested, 0.31% active; also: potency is read from the fitted curve at half-maximal effect; % of control where 0% means no effect; nearly all actives have a fitted effect of over 65% in size
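AREc32 cells carrying an ARE-driven firefly luciferase, 1000 cells/well in OPTI-MEM with 5% FBS, dosed after overnight attachment and incubated 24 hr at 37 deg C. Steady-Glo luminescence read after 30 min at RT.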
IL1B secr inh: inhibitors of inflammasome signaling (IL-1 beta secretion); THP-1 LPS/ATP IL-1B secretion, AlphaLISA, 16 h; active compounds read low; activity change, % at 57.5 µM; 360,000 tested, 4.7% active; AID 743279; in the data active = activity change below about -50%; inconclusive = mostly about -30% to -49%; also: % is scaled to controls: 0 for no effect and ±100 for the full control effect
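THP-1 cells pretreated 1 hr with compounds (up to 57.5 uM final), then stimulated with LPS (250 ng/mL final) plus ATP (1.25 mM final); secreted IL-1B measured by AlphaLISA after 16 hr, decreased signal indicating inhibition.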
S2 tox: cell viability loss in ATXN counter-screen; S2 cells (HEK-293 line with an ATXN2-luciferase reporter) viability, CellTiter-Fluor protease fluorescence, 24 h; Potency, µM (highest dose often 56.7 µM), most hits filed as cytotoxic; 400,000 tested, 0.49% active; also: potency is read from the fitted curve at half-maximal effect; nearly all actives have a fitted effect of over 40% in size
TGFb SMAD3 inh: blocks TGF-b signaling | HepG2 CAGA-GFP TGF-b/SMAD3 reporter, GFP fluorescence, 18 h; TGF-beta stimulated, 500 pg/mL final | Potency, µM (titrated, usually from 46.1 µM), for inactives: at the highest dose activity, negative = inhibition, usual class: inhibitors | 410,000 tested, 1.2% active | AID 588855; also: potency is read from the fitted curve at half-maximal effect; % is scaled to controls: 0 for no effect and ±100 for the full control effect; nearly all actives have a fitted effect of over 65% in size
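TGF-beta reporter screen: HEPG2 CAGA-GFP, 1% FBS, 500 pg/mL TGF-beta final, 18 h; per-cell GFP summed per well; curves fitted and categorized by class.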
ATXN2 expr inh: reduces ATXN2 reporter expression in HEK-293 cells | HEK-293 ATXN2-luciferase reporter, luminescence, 24 h | Potency, µM (series often up to 57 µM), without a hit: at the top dose activity change, negative = inhibition, most hits filed as inhibitors | 360,000 tested, 0.72% active | AID 1745845; also: potency is read from the fitted curve at half-maximal effect; % is scaled to controls: 0 for no effect and ±100 for the full control effect; nearly all actives have a fitted effect of over 55% in size
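qHTS (up to 57 uM final) was run with 24 h compound exposure of reporter cells at 37 °C. Each well was multiplexed: SteadyGlo luminescence measured ATXN2-luciferase expression after a fluorogenic Gly-Phe-AFC viability readout (25 uM final).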
* marks the source's active call; other numbers are inactive results; i = inactive; ? = inconclusive; . = no result given; [ ] = remark or other dose. Unless noted, calls follow the shape of the dose curve; as a rule, active = well fitted curve in the direction sought with a large enough effect; inconclusive = small, poorly fitted or top-dose-only effect, or another doubt; inactive = no such curve, though single readings can be large; an effect the other way counts as inactive or inconclusive. Random draw from the library; overall some 8.8% were active at least once.

Structure	HepG2 viability	MCF10A rereplic	A549 viability	Nrf2 block	Nrf2 ARE act	IL1B secr inh	S2 tox	TGFb SMAD3 inh	ATXN2 expr inh
CC(C)S(=O)(=O)c1csc(NC(=O)Nc2ccc(Cl)cc2)c1Cl	3%	?	?	21µM*	5.1%	-95*	?	?	?
CCOc1ccc(C(=O)OCC(=O)NCc2ccco2)cc1OCC	4%	-1%	-8%	-1%	5.4%	-6	i	2%	0%
O=C(Nc1ccc2c(c1)ncn2-c1ccccc1)c1ccco1	6%	3%	-6%	-3%	0.3%	-20	?	?	89%[activator]
CCCC(=O)c1ccc(N2CCC(C)CC2)c(F)c1	-1%	-47%[inhibitor]	10%	?	0.3%	2	i	0%	33%[activator]
COc1ccc(S(=O)(=O)N2CCN(c3cccc(C)c3C)CC2)cc1	-17%	14%	6%	?	0.3%	13	i	?	-26%
C/C(=N\Nc1ccc([N+](=O)[O-])cc1)c1ccc(-n2nncc2C(C)(C)C)cc1	10%	-7%	-14%	-17%	-0.5%	19	i	-11%	6%[11.3 µM]
Cc1ccccc1CNC(=O)c1ccccc1NS(C)(=O)=O	3%	26%	4%	2%	1.9%	-11	.	7%	-18%
COC(=O)C1=C(C)NC(C)=C(C(=O)O[C@@H]2CCCN(Cc3ccccc3)C2)[C@@H]1c1cccc([N+](=O)[O-])c1	-54%	?	-29%	?	3.0%	?	?	?	?
C=CCN1C(=NC(=O)CCCC(=O)O)SC2CS(=O)(=O)CC21 (stereo not given)	11%	-2%	-1%	1%	-0.8%	20	i	1%	-2%
Cc1ccc(-n2nc3c(c2NC(=O)C2CCCC2)CS(=O)(=O)C3)cc1	-2%	-1%	1%	?	-0.9%	9	i	7%	-7%
Cc1ccnc2nc(C(=O)NC3=NCCS3)nn12	-6%	-2%	2%	.	-0.5%	0	i	18%	-6%
CCCn1cc(C(CC(=O)O)C(=O)O)c2ccccc21 (stereo not given)	-9%	4%	-6%	-18%	3.1%	-1	i	2%	-2%
O=C(Nc1ccc(OCc2cc(=O)n3ccsc3n2)cc1)c1ccc(F)cc1	2%	.	5%	-5%	-0.5%	.	i	9%	4%
CC(C)c1ccccc1NC(=O)c1cccc(NC(=O)c2ccccc2)c1	0%	?	-14%	?	0.4%	-12	i	-5%	1%
O=C1CC(c2ccc(F)cc2)c2cc3c(cc2N1)CCC3 (stereo not given)	-25%	?	1%	2%	3.7%	15	i	?	-2%
Cc1nc(C)n(CC(=O)N2CCCC(C(=O)c3cccc4ccccc34)C2)n1 (stereo not given)	-23%	2%	-6%	-2%	-0.9%	61	i	-32%	6%
CC(=O)c1ccc(-n2c(CCC(=O)O)ccc2-c2ccc(C)cc2)cc1	-3%	7%	-8%	-6%	3.4%	16	?	-7%	-34%
COc1ccc(C(=O)CC(=O)C(=O)Nc2cccc([N+](=O)[O-])c2C)cc1	-10%	?	-1%	4%	2.5%	-5	?	0%	-20%
COc1cc2cncc(Cc3ccccc3)c2cc1O	0%	7%	-6%	4%	3.1%	10	i	10%	12%
COc1c(C)cc(Br)cc1C(=O)NC(=S)Nc1ccc(Cl)c(C(=O)O)c1	0%	?	0%	?	0.3%	36	i	30%	36%
COc1ccc(NC(=O)C(OC(=O)c2ccc([N+](=O)[O-])o2)c2ccccc2)cc1Cl (stereo not given)	-41%	10%	-21%	-27%	?	?	i	?	7%
COc1cc(-c2ccc(N3C(c4ccsc4)=Cc4ccc(F)cc4C3c3c[nH]c4ccc(C#N)cc34)cc2)cc(OC)c1OC (stereo not given)	.	.	.	.	0.0%	6	i	.	12%
CSc1ccc(S(=O)(=O)N2CCC(C(=O)NCc3ccncc3)CC2)cc1	-40%	9%	3%	8%	0.3%	-3	i	1%	-3%
Nc1nonc1C(=O)OCC(=O)c1ccc(Cl)cc1	-16%	1%	0%	3%	-0.3%	16	i	-8%	-20%
Cc1cccc(NC(=O)CSc2ccc(-c3sc(-c4ccccc4)nc3C)nn2)c1C	1%	.	0%	-7%	9.2%	.	.	17%	.
CC(=O)Nc1ccc(Nc2nnc(-c3ccc(O)cc3)c3ccccc23)cc1	9%	0%	-4%	1%	3.6%	-26	i	10%	9%
CCCC(=O)NC1=C(C#N)C2(CCCCC2)Cc2ccccc21	-30%	23%	9%	.	-0.6%	-10	i	17%	-9%
CC1CCCC(C(=O)O)N1C(=O)CCSC(=O)c1ccccc1 (stereo not given)	0%	-2%	0%	3%	0.3%	0	i	-24%	3%
O=C(NC1CCS(=O)(=O)C1)OC1CCCCC1 (stereo not given)	-11%	-3%	-1%	2%	0.0%	-19	i	0%	6%
CCc1ccccc1N(C(C)=O)c1nc(CCl)cs1	-9%	18%	0%	?	0.3%	-15	i	10%	.
Cn1cc(S(=O)(=O)Nc2ccc(OC(F)(F)F)cc2)c(=O)n(C)c1=O	-19%	4%	-17%	-30%	-0.1%	10	i	7%	9%
c1cc(-c2cc3cc(N4CCOCC4)ccc3o2)cs1	3%	-40%	6%	?	16%	-1	i	2%	25%
CC1CCCCN1C(=O)CSc1c2c(nc3cc(Cl)ccc13)CCCC2 (stereo not given)	-27%	.	-11%	8%	?	.	.	?	.
O=C(NNS(=O)(=O)c1ccccc1)c1cccnc1	2%	2%	1%	2%	-0.4%	10	i	5%	1%
COc1cc(S(=O)(=O)NCCc2c(C)[nH]c3ccccc23)c(C)cc1C	-32%	.	-11%	?	-0.4%	.	i	?	?
Cc1ccc2nc(C)cc(C(=O)N/N=C/c3ccncc3)c2c1	4%	6%	-1%	0%	0.0%	0	i	9%	13%
CC(NC(=O)C12CC3CC(CC(C3)C1)C2)C(=O)N/N=C/C1=C(N2CCOCC2)C(=C\c2cccc([N+](=O)[O-])c2)/CC1 (stereo not given)	-19%	1%	-16%	-18%	-0.6%	-27	i	-22%	-10%
Cc1cc(C)cc(NS(=O)(=O)c2ccc3[nH]cc(C(=O)N4CCc5ccccc54)c(=O)c3c2)c1	1%	?	6%	1%	0.6%	0	i	-13%	2%
CC[C@@]1(C(=O)OC)N[C@H](CN(C)C(=O)Nc2ccc(Cl)cc2)[C@@H]2C(=O)N(C)C(=O)[C@@H]21	5%	3%	-4%	-4%	-0.3%	0	i	10%	12%
O=C(Cc1ccccc1)N[C@@H](Cc1ccccc1)C(=O)O	9%	-3%	1%	6%	0.4%	17	i	14%	8%

Limited to Nrf2 block and S2 tox, for some of the entries so far:
mol | Nrf2 block | S2 tox
Cc1cc(C)cc(NS(=O)(=O)c2ccc3[nH]cc(C(=O)N4CCc5ccccc54)c(=O)c3c2)c1 | 1% | i
CC[C@@]1(C(=O)OC)N[C@H](CN(C)C(=O)Nc2ccc(Cl)cc2)[C@@H]2C(=O)N(C)C(=O)[C@@H]21 | -4% | i

The listing continues.
Structure	HepG2 viability	MCF10A rereplic	A549 viability	Nrf2 block	Nrf2 ARE act	IL1B secr inh	S2 tox	TGFb SMAD3 inh	ATXN2 expr inh
COc1ccccc1C1/C(=C(/O)c2ccc(C)cc2)C(=O)C(=O)N1CC(C)O (stereo not given)	15%	-4%	1%	-11%	-0.8%	9	i	26%	1%
Cc1ccc(C)c(NC(=O)N2CCCCCC2)c1	-2%	-2%	4%	5%	-0.6%	-12	i	2%	2%
O=C(NNc1cccc(Cl)n1)Nc1ccccc1	-9%	4%	3%	4%	-0.7%	-10	i	0%	-3%
Cc1ccc(N2C(=O)c3ccc(C(=O)O)cc3C2=O)cc1C	-15%	4%	0%	-2%	-0.2%	10	i	16%	-5%
O=C(Cn1cnc2ccc(Cl)cc2c1=O)c1cccs1	-28%	-5%	-10%	-7%	0.0%	-16	i	28%	3%
O=C(c1ccco1)N1CCN(Cc2nc3ccccc3c(=O)n2-c2ccc(F)cc2)CC1	-13%	-3%	-1%	?	0.0%	-13	i	4%	-5%
CC(=O)c1ccc(NC(=O)Cc2cccs2)cc1	-2%	0%	3%	?	2.0%	-12	i	-5%	-4%
Cc1c(C(=S)NC(=O)C2CC2)c(=O)n(-c2ccccc2)n1C	4%	15%	6%	4%	-1.4%	4	i	7%	.
N#CCCN(Cc1cccnc1)CN1C(=O)c2ccccc2C1=O	-1%	.	.	.	-0.9%	-30	i	-3%	.
O=S(=O)(c1ccccc1)c1nc(-c2ccc(F)cc2)oc1N1CCCCCC1	-7%	.	-12%	26µM*	6.4%	.	?	?	-23%
Cc1nn(C)cc1/C=N/n1nnnc1N	3%	-1%	-29%	-25%	0.1%	6	i	1%	7%
CCC(Sc1nc(-c2ccc(F)cc2)nc2c1Cc1c(CO)cnc(C)c1O2)C(=O)Nc1ccc(F)cc1 (stereo not given)	-23%	.	-1%	3%	1.0%	.	i	26%	8%
COc1ccccc1NS(=O)(=O)c1cc(NC(=O)c2ccc3ccccc3n2)ccc1Cl	-4%	8%	8%	16%	11%	4	i	?	1%
Cc1ccccc1NC(=O)c1ccc2ccccc2c1	3%	4%	1%	?	6.6%	-4	i	-4%	60%[activator]
Cc1ccc(NC(=O)c2nc[nH]c2C(=O)N2CCc3ccccc3C2)cc1	-2%	-1%	9%	12%	-1.0%	1	i	9%	4%
CCc1ccccc1N1C(=O)N(Cc2ccccc2C)c2ccccc2S1(=O)=O	-47%	.	-8%	.	-0.3%	.	i	0%	-21%
Cc1ccc(NC(=O)c2cccc(S(C)(=O)=O)c2)cc1	-15%	-1%	-4%	?	2.6%	-10	i	10%	46%[activator]
CC(=O)c1ccc(Nc2nc3ccc(C)cc3n3cnnc23)cc1	-13%	2%	7%	?	-0.1%	-5	i	-14%	-14%
